Ub-GFP proteasome = inhibits proteasome, raising ubiquitin-GFP reporter fluorescence; Ubiquitin-GFP reporter cells, proteasome inhibition, GFP fluorescence; response scale: untreated = 0%, 10 µM MG-132 = 100%; Potency, µM (highest dose often 45.9 µM), for inactives: top-dose activation (GFP accumulation), usual class: activators; 67,000 tested, under 10 active; AID 526; active = well fitted activation curve with a large enough effect, not every such curve was filed as active; inconclusive = small, poorly fitted or top-dose-only effect, or another doubt; inactive = no such curve, though single readings can be large or run the other way; also: potency is read from the fitted curve at half-maximal effect
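Proteasome blockade was scored as a rise in GFP-expressing U2OS cells carrying a ubiquitin(G76V)-GFP construct, imaged after 4 hr compound treatment at 37 °C across a 46 uM–2.9 nM series.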
Pol III holo inh = blocks replication by bacterial DNA polymerase III holoenzyme | 0.25% of 71,000 active | Potency, µM (series often up to 57.1 µM), inactives show top-dose activity change, negative = inhibition | AID 603 | reconstituted DNA polymerase III holoenzyme replication, biochemical; also: potency is read from the fitted curve at half-maximal effect; % is scaled to controls: 0 for no effect and ±100 for the full control effect
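Reconstituted *E. coli* holoenzyme (0.35 nM Pol III, 1 nM beta, 154 nM SSB, 2 nM primase) was preincubated with compound for 15 min at RT. Synthesis on 1.4 nM ssM13Gori ran 35 min, then was stopped with PicoGreen/EDTA and read as dsDNA fluorescence.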
4-MU autofl = compound fluoresces in the 4-MU spectral region. 11% of 59,000 active. compound autofluorescence, 340/450 nm, 4-MU equivalents; active compounds read high. max dye-equivalent concentration, M; in the data active = max dye-equivalent concentration above about 10 nM; inconclusive = mostly about 1.1 nM to 9.6 nM
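Compounds in 100 mM Tris, pH 8.0, incubated 15 min at room temperature, then fluorescence read at 340 nm excitation/450 nm emission. Signal converted to 4-MU dye-equivalent concentration using an on-plate six-point 4-MU standard curve.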
Hsp90 Hop PPI = changes Hsp90-Hop TPR2A binding signal, up or down | AlphaScreen TPR2A-His6 binding biotin-Hsp90 C-terminal peptide | Potency, µM (top dose mostly 57 µM), inactives show at the highest dose activity change, negative = inhibition | 0.44% of 71,000 active; active = well fitted curve in either direction with a large enough effect; inconclusive = small, poorly fitted or top-dose-only effect, or another doubt; also: potency is read from the fitted curve at half-maximal effect; % is scaled to controls: 0 for no effect and ±100 for the full control effect; many of its hits are not listed in these tables
A350 fluor = compound fluoresces in the Alexa 350 spectral region | max dye-equivalent concentration, M | Compound autofluorescence, 340/450 nm, Alexa 350 dye-equivalents; active compounds read high | 11% of 59,000 active; in the data active = max dye-equivalent concentration above about 10 nM; inconclusive = mostly about 1.1 nM to 9.6 nM
BRCT inh red = disrupts BRCA1 BRCT binding to phosphoprotein, red fluorophore readout; P38398; BRCT-phosphopeptide binding, red fluorescence polarization; Potency, µM (titrated, usually from 76.9 µM), without a hit: at the top dose activity change, negative = inhibition, most hits filed as inhibitors; 0.03% of 75,000 active; also: % is scaled to controls: 0 for no effect and ±100 for the full control effect
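Rhodamine-labelled pBACH1 10-mer (100 nM) bound to BRCT domain (100 nM) at pH 7.3; compounds incubated 12 min room temperature, polarization read. Free peptide defines full inhibition; unlabelled decapeptide titrated as control.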
CRE-bla Fsk = alters forskolin-stimulated CRE reporter signaling in CHO cells. CHO CRE-bla reporter (cAMP response element driving beta-lactamase), forskolin EC10, beta-lactamase ratio. Potency, µM (doses to about 38.2 µM), for inactives: at the top dose activity change, negative = inhibition, usual class: activators. 2.5% of 71,000 active; active = well fitted activation curve with a large enough effect in the signal ratio, with a control signal flat, not every such curve was filed as active; inconclusive = small, poorly fitted or top-dose-only effect, or effect the other way, or a change in a side signal; the % refers to the signal ratio; also: potency is read from the fitted curve at half-maximal effect; % of control where 0% means no effect
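Using CellSensor CRE-bla CHO cells in Opti-MEM with 0.5% dialyzed FBS, compounds were titrated with EC10 NKH 477 for 3 h at 37 °C. CCF4 ratio (460/530 nm) gave %Activity; AC50 derived.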
HBB splicing = modulators of hemoglobin beta chain splicing. HBB splicing reporter cell assay, activation; EGFP reporter with mutant IVS2-654 intron; response scale: normalised to 500 nM splice-correcting PNA. Potency, µM (titrated, usually from 46.1 µM), for inactives: top-dose activation, most hits filed as activators. 0.06% of 65,000 active; also: potency is read from the fitted curve at half-maximal effect; 0% is about no effect
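HeLa cells stably expressing EGFP interrupted by mutant beta-globin intron 2 (IVS2-654), 500/well in 2% FCS. Treated with compound for 2 days at 37C. Splicing correction scored as total well GFP intensity (488 nm excitation, 500-520 nm emission); 500 nM antisense PNA served as control.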
Epigenetic mod = derepresses silenced GFP locus in mouse C127i cells. mouse C127i GFP locus derepression, cytometry, 30 h. 0.09% of 68,000 active. Potency, µM (doses to about 46.1 µM), for inactives: at the top dose GFP derepression (activation); also: % of control where 0% means no effect
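Locus derepression in mouse mammary C127i cells whose integrated CMV-GFP reporter is normally silent; GFP expression after 30 h compound treatment was quantified by counting fluorescent cells.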
15-hLO inh = blocks human 15-lipoxygenase activity | P16050 | purified 15hLO-1, xylenol orange hydroperoxide absorbance | Potency, µM (titrated, usually from 57.1 µM), inactives show at the top dose activity change, negative = inhibition, most hits filed as inhibitors | 1.4% of 74,000 active; also: potency is read from the fitted curve at half-maximal effect; % is scaled to controls: 0 for no effect and ±100 for the full control effect; nearly all actives have a fitted effect of over 55% in size
Target sequence (P16050 whole entry, looked up): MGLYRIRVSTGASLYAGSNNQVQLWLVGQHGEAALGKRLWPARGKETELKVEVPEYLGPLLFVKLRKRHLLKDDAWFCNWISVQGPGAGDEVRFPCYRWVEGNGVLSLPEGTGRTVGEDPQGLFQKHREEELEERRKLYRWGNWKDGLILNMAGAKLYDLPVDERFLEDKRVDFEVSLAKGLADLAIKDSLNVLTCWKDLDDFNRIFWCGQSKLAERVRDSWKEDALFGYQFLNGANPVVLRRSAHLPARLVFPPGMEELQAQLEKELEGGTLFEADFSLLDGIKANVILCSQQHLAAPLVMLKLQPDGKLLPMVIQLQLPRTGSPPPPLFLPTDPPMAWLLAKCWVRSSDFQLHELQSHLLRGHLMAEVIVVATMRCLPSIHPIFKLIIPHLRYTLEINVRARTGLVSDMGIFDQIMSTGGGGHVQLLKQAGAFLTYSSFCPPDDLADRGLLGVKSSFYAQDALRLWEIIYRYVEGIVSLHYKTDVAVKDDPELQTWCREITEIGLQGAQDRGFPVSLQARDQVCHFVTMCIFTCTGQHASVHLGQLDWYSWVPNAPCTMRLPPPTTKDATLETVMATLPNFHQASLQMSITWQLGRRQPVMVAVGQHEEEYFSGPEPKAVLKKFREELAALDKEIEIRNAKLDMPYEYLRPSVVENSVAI
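Inhibition is scored from a chromogenic endpoint. After 15 min enzyme-compound contact, arachidonic acid (50 uM final) reacts 6 min with 40 nM 15hLO-1 at room temperature, then Fe-XO reagent is added for 30 min and absorbance ratio recorded.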
BRCT inh green = blocks human BRCA1 BRCT binding to phosphopeptide, green readout; Potency, µM (top dose mostly 76.9 µM), without a hit: at the highest dose activity change, negative = inhibition, usual class: inhibitors; AID 875; 0.05% of 75,000 active; BRCA1 BRCT-phosphopeptide binding, green fluorescence polarization; P38398;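 also: potency is read from the fitted curve at half-maximal effect; plate controls were peptide without protein for full effect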
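Fluorescence polarization: His-tagged BRCT (~35 kDa BRCA1 C-terminus, 250 nM) bound to 100 nM fluorescein-labeled phosphorylated 10-aa BACH1 peptide, pH 7.3 phosphate buffer with DTT and Tween 20. Compounds incubated 12 min at room temperature; inhibition read as lowered polarization.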
* hit, by the source's call; i = inactive; ? = inconclusive; / = no result given; [ ] = remark or other dose. Unless noted, calls follow the shape of the dose curve; as a rule, active = well fitted curve in the direction sought with a large enough effect; inconclusive = small, poorly fitted or top-dose-only effect, or another doubt; inactive = no such curve, though single readings can be large; an effect the other way counts as inactive or inconclusive.

SMILES | CRE-bla Fsk | BRCT inh green | 15-hLO inh | Pol III holo inh | Hsp90 Hop PPI | 4-MU autofl | HBB splicing | A350 fluor | BRCT inh red | Ub-GFP proteasome | Epigenetic mod
CCN(CC)CC(=O)Nc1ccc(-c2nc3cc(NC(=O)CN(CC)CC)ccc3o2)cc1 | 1% | -1.0% | 4% | 1% | 1% | 1.2e-08M* | 3.0%[57.5 µM] | 1.6e-08M* | 0.1% | -2% | 0%
CCOc1cc(CN2CCN(c3cccc(C(F)(F)F)c3)CC2)ccc1O | -9% | -1.8% | -12% | -2% | -5% | / | -0.7% | / | -1.1% | -18% | 5%
Cc1ccc(S(=O)(=O)Oc2cc(N)c3c(n2)CCC3)cc1 | 2%[7.6 µM] | -0.6%[15.4 µM] | -1%[11.4 µM] | -5%[11.4 µM] | -3%[11 µM] | i | 2.1%[9.22 µM] | i | -0.7%[15.4 µM] | -15%[9.17 µM] | -1%[9.22 µM]
CCOc1ccc(OCc2cccc(C(=O)N3CCCC3)c2)cc1 | 6% | 1.7% | 11% | -3% | -2% | i | -1.2% | i | -1.4% | 4% | 0%
O=C(c1csc2ccccc12)n1cccn1 | -16% | -2.6% | ? | -4% | 9% | i | 0.1% | i | 0.9% | 3% | 2%
COc1cc(C2=NOC(C(=O)N3CCOCC3)C2)cc(OC)c1OC (configuration not stated) | ? | -0.2% | 8% | -4% | -1% | i | 5.0% | ? | 1.3% | -7% | 0%
Cc1cc(C)n(-c2nnc3n2N=C(c2c[nH]c4ccccc24)CS3)n1 | ? | 0.9% | 5% | -4% | -9% | i | 1.1% | i | 1.4% | 0% | 5%
CCOC(=O)C1CCN(C(=O)c2cc(OCC)c(OCC)c(OCC)c2)CC1 | -2% | -0.5% | 11% | -1% | -5% | i | -1.3% | i | 0.7% | -3% | 0%
O=C(C1CCN(S(=O)(=O)c2cccs2)CC1)N1CCc2ccccc2C1 | -9% | 0.9% | -2% | -7% | 2% | i | -0.5% | i | -0.5% | -3% | 1%
Cc1ccccc1-c1cncnc1Nc1ccc(F)cc1 | -5% | -1.4% | 3% | -2% | 5% | i | -1.1% | i | -0.5% | 6% | 1%[9.22 µM]
NC(=O)c1oc2ccccc2c1NC(=O)CCc1ccccc1 | -5% | -1.9% | 5% | 0% | 0% | / | 0.3% | / | -0.2% | 1% | /
O=C(CCn1nnc2ccccc21)Nc1nnc(Cc2ccc(F)cc2)s1 | -2% | -0.2% | -10% | -7% | 2% | i | -3.1% | i | 0.1% | 7% | 0%
NCCSCCc1ccccc1 | -4%[7.6 µM] | 0.4%[15.4 µM] | 7%[11.4 µM] | 13%[11.4 µM] | 1%[11 µM] | i | -1.5%[9.22 µM] | i | 2.2%[15.4 µM] | 3%[9.17 µM] | 0%[9.22 µM]
CC1CCN(CC(C)OC(=O)c2ccc3c(c2)OCCO3)CC1 (configuration not stated) | -6% | -1.3% | -14% | -7% | -5%[2.3 µM] | / | -0.3% | / | 0.8% | -9% | /
CN(C)c1ncnc2ccc(-c3ccccc3C(F)(F)F)cc12 | ? | 10% | -5% | -12% | -2% | i | -1.8% | i | -2.4% | -2% | -1%[9.22 µM]
CCN(CC(=O)Nc1ccccc1C(=O)OC)S(=O)(=O)c1ccccc1 | ? | 0.5% | 1% | -3% | -1% | i | -1.1% | i | -0.4% | 0% | 0%
CCCCCCN(C(=O)CCCCCN1C(=O)NC(c2ccc([N+](=O)[O-])cc2)C(C(=O)OCc2ccccc2)=C1C)C(C(=O)NCCCC)c1ccc(OCC(=O)OC)c(C(=O)OC)c1 (configuration not stated) | 5% | -0.2% | 0% | 1% | -2% | / | -1.2% | / | -1.6% | / | /
Cc1ccc(-n2c(C)cc(C)c(C#N)c2=O)cc1 | 0% | -3.1% | 8% | -6% | 0% | i | / | i | -0.4% | -5% | -1%
Clc1ccc2c(c1)N=C(N1CCNCC1)c1ccccc1N2 | ? | -3.5% | 2%[25.6 µM] | -4% | -1% | / | / | / | 0.2% | 0% | 0%
CCC(Sc1ccc(C(=O)O)cc1)C(=O)O (configuration not stated) | -2% | 0.0% | 4% | -7% | -2% | i | 1.2% | ? | 0.1% | 1% | -2%
Cn1nc(C(=O)NCc2ccccc2)c2ccccc2c1=O | ? | -0.1% | 11% | -5% | 2% | i | 0.1%[57.5 µM] | i | 0.3% | 0% | -1%
Cc1cc(NS(=O)(=O)c2ccc(NC(=O)Nc3ccc4c(c3)OCO4)cc2)no1 | 4% | -1.6% | -6% | 3% | -7% | i | 2.0% | i | -3.7% | 0% | -3%
O=C(Nc1scc(-c2ccc(F)cc2)c1C(=O)O)c1ccco1 | 17% | -1.9% | 1% | -4% | -1% | i | -0.1%[57.5 µM] | i | -2.2% | -4% | -1%
CCOc1ccc(NC(=O)c2ccccc2NC(=O)CN2CCN(C(C)=O)CC2)cc1 | 9% | 0.1% | -6% | -2% | 0% | i | -0.1%[57.5 µM] | i | -1.2% | 4% | -2%
CCOCCCNC(=O)C(c1ccc(Cl)cc1)N1CCN(C(=O)c2ccco2)CC1 (configuration not stated) | ? | -0.4% | 4% | -6% | -10% | i | -1.8% | i | -0.5% | -1% | 0%
Cc1cc(C(F)F)n2nc(C(=O)Nc3cccc(C(F)(F)F)c3)nc2n1 | -3% | -0.8% | -4% | 1% | -3% | ? | 0.7% | ? | -1.3% | -4% | -2%
CSc1nn(CCc2ccncc2)c(=S)s1 | -8% | 0.2% | 0% | -8% | 0% | / | 1.0% | / | 0.2% | 4% | -2%
c1csc(CNc2ncnc3sccc23)c1 | -10% | 1.2% | -1% | -1% | -1% | i | -0.9%[1.84 µM] | i | 0.3% | 4% | -2%
C=CCC(C#Cc1ccccc1)N(C)C (configuration not stated) | -1% | -3.1% | 9% | -4% | 1% | i | / | i | 0.6% | -7% | -1%
O=C(COc1ccc2ccccc2c1)N1CCCC1 | -4% | 0.7% | 1% | -1% | 2% | / | -0.9% | / | -0.1% | -9% | -6%
Cc1ccc(-c2nnn(CC(=O)N3CCCCC3)n2)c(-n2cnnn2)c1 | 8% | 2.1% | -4% | -4% | -1% | i | 1.6% | ? | 0.6% | -6% | -2%
CC1=CCP(=O)(c2ccccc2)C1 (configuration not stated) | 3% | -2.3% | 4% | -5% | 1% | i | 1.1%[57.5 µM] | i | 0.7% | -4% | 0%
CCn1c(SC/C=C/c2ccccc2)nnc1-c1cnccn1 | ? | 0.3% | -2% | -12% | 1% | 2e-08M* | 2.1%[0.369 µM] | 2.8e-08M* | -0.8% | / | 0%
Cc1scc(C(=O)Nn2cnnc2)c1-c1ccccc1 | ? | -1.1% | 13% | -8% | -6% | i | -0.5% | i | 2.8% | -1% | 5%
O=C(Nc1ccccc1)N1CCCC2(CCN(C(=O)c3cc(C(F)(F)F)cc(C(F)(F)F)c3)CC2)C1 | ? | 1.6% | -4% | -10% | -1% | i | 1.0% | i | -0.2% | -9% | -2%[9.22 µM]
CCOC(=O)C1CCN(S(=O)(=O)Cc2ccccc2)C1=O (configuration not stated) | -1% | -1.8% | 5% | -2% | 0% | i | 1.9%[57.5 µM] | i | 0.4% | -3% | 0%
CCOC(=O)c1[nH]c(C)c(/C(O)=C2\C(=O)C(=O)N(CCCN(CC)CC)C2c2cccnc2)c1C (configuration not stated) | 1% | 0.0% | 15% | -1% | -1% | i | 0.1% | i | -0.2% | -2% | 4%
COc1ccc(N2CCN(CCCNC(=O)C3(S(=O)(=O)c4ccc(Cl)cc4)CC3)CC2)cc1 | -4% | -2.3% | 4% | -8% | -11% | i | 0.1% | i | 0.0% | 2% | -2%
Cc1cc2oc(=O)cc(CN3CCN(S(=O)(=O)c4ccc5c(c4)OCCO5)CC3)c2cc1C | -1% | -0.5% | -1% | -5% | -3% | i | -0.7% | i | -0.2% | 0% | -2%

Molecules from the list above containing a COOH group:
SMILES | CRE-bla Fsk | BRCT inh green | 15-hLO inh | Pol III holo inh | Hsp90 Hop PPI | 4-MU autofl | HBB splicing | A350 fluor | BRCT inh red | Ub-GFP proteasome | Epigenetic mod
CCC(Sc1ccc(C(=O)O)cc1)C(=O)O (configuration not stated) | -2% | 0.0% | 4% | -7% | -2% | i | 1.2% | ? | 0.1% | 1% | -2%
O=C(Nc1scc(-c2ccc(F)cc2)c1C(=O)O)c1ccco1 | 17% | -1.9% | 1% | -4% | -1% | i | -0.1%[57.5 µM] | i | -2.2% | -4% | -1%

Screening results: PubChem, National Center for Advancing Translational Sciences (NCATS)
